KOR beta-arrestin-1: KOR antagonists, beta-arrestin recruitment, cell-based, luminescence, uHTS (AID 1778) | KOR beta-arrestin recruitment, luminescence, antagonist mode; higher % means a stronger effect | inhibition, % at 10 µM; hits with a dose series show IC50 in µM | 0.091% of 290,000 active; in the data active = inhibition above about 50%; also: strong numbers were not always called active
GPR35 arrestin U2OS: inhibition of zaprinast-stimulated GPR35 beta-arrestin translocation – imaging, U2OS, beta-arrestin-GFP, zaprinast agonist, primary screen (AID 2058). U2OS GPR35 beta-arrestin-GFP translocation imaging, zaprinast antagonism; higher % means a stronger effect. 0.052% of 290,000 active. inhibition, % at 10 µM, or IC50 in µM where a hit was titrated;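 active = inhibition of at least 50% with at least 30 cells and total cytoplasm GFP at most 10,000,000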
T cell HTS: modulates CD8 T cell binding to vesicles. 2C CD8+ T cell-vesicle binding, flow cytometry; hits give low values. calls only at 7 µM. 0.068% of 330,000 active. AID 2052;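 active = response, share of CD8 T cells binding vesicles, and their 90th percentile fluorescence all below set limits, cut at about 80% in these data, passing the limit was not always enough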
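Also added: QL9-peptide-loaded Drosophila micro-vesicles bearing Ld, ICAM-1 and B7-1; Test system: purified 2C TCR transgenic mouse naive CD8+ T cells; Measured by: cytometric PE anti-B7-1 and Alexa647 anti-CD8 signals after 1% paraformaldehyde fixation; Timing: binding step 1.5 h, 37 °C, antibody labelling 20 min, ice.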
NTR1 ag: NTR1-driven beta-arrestin-GFP spot formation – imaging, U2OS cells, high content, primary screen (AID 493036); 0.17% of 330,000 active; P30989; agonist mode; activation, % at 20 µM;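 active = activation at or above 40% of the spot to cytoplasm intensity ratio, with at least 20 cells analyzed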;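 also: 0% = DMSO without peptide and 100% = 100 nM NTR1 peptide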
Target sequence (P30989 whole entry, looked up): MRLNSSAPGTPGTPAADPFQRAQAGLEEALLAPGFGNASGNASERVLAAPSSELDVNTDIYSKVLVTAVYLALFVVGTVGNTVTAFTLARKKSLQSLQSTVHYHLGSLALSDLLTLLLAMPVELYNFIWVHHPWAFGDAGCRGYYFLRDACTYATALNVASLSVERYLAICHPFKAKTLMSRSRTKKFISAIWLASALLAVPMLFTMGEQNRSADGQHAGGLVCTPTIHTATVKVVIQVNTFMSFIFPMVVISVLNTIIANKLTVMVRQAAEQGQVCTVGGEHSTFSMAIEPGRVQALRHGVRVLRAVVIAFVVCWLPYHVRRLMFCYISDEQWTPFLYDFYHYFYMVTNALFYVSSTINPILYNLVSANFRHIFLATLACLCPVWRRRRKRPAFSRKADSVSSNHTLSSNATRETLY
KOR beta-arrestin-2: KOR agonists, beta-arrestin recruitment, primary screen, cell-based, luminescence, uHTS (AID 1777); KOR beta-arrestin recruitment, luminescence; higher % means a stronger effect; activation, % at 10 µM; hits with a dose series show EC50 in µM; 0.02% of 280,000 active; in the data active = activation above about 50%, passing the limit was not always enough; also: a part of the inactive calls stands beside numbers as strong as those of hits
GPR55 beta-arrestin: GPR55 agonists via beta-arrestin recruitment, primary screen, imaging, U2OS cells, beta-arrestin-GFP redistribution (AID 1961); 0.048% of 290,000 active; one-dose activation, % at 10 µM; EC50 in µM for titrated hits; U2OS GPR55 beta-arrestin-GFP redistribution imaging; higher % means a stronger effect;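 active = activation above 40% with more than 50 cells counted in the well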;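 also: U2OS osteosarcoma cells stably expressing GPR55 and beta-arrestin-GFP; plate controls were DMSO negative control for no effect and LPI positive control for full effect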
GPR55 LPI antagonism: inhibition of LPI-stimulated GPR55 beta-arrestin translocation – imaging, U2OS, beta-arrestin-GFP, LPI agonist, primary screen (AID 2013). one-dose inhibition, % at 10 µM; IC50 in µM for titrated hits. U2OS GPR55 beta-arrestin-GFP translocation imaging, LPI antagonism; higher % means a stronger effect. 0.13% of 290,000 active;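 active = spots per cell inhibited over 60%, with over 100 cells counted and total cytoplasm intensity under 500,000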;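 also: U2OS cells stably carrying GPR55 and arrestin-GFP stimulated by 5 µM LPI near EC80; imaged beta-arrestin-GFP aggregate spots per cell after agonist stimulation; plate controls were LPI-stimulated DMSO wells for no effect and DMSO wells without LPI for full effect; some results filed as inactive read as strong as hits; confirmed hits need IC50 under 10 µM and bright autofluorescent wells are also inconclusive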
West Nile antiviral: West Nile virus antiviral activity, cell-based, CPE readout (AID 1621); West Nile virus-infected cells, CPE inhibition; higher % means a stronger effect; one-dose CPE inhibition, % at 10 µM; IC50 in µM for titrated hits; 0.02% of 290,000 active; in the data active = a potency from the dose series; also: strong numbers were not always called active
Salmonella PhoP GFP: PhoP-dependent GFP reporter repression – Salmonella Typhimurium, primary screen (AID 1863). 0.16% of 300,000 active. S. Typhimurium PhoP-regulated promoter GFP reporter, 4 h; higher % means a stronger effect. inhibition, % at 50 µM; hits with a dose series show IC50 in µM;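 active = inhibition over 29.93%, a cutoff 3 SD above the screen mean, later confirmed by dose response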;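 also: 0% = low Mg2+ inducing control and 100% = high Mg2+ repressing control; strong numbers were not always called active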
T cell HTS vesicle-bound %: second read-out of T cell HTS, no call of its own (marks repeat the call); double positive events, %; measured here: CD8+ vesicle-bound cell fraction;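 binding gate set so that unloaded-vesicle control wells show 10% double positive cells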
NTR1 ag cell count 20 µM: also measured in NTR1 ag; calls as there; cell count; measured here: cell count, cytotoxicity flag
Numbers without * were called inactive; i = inactive; x = not tested or not shown; [ ] = remark or other dose.

The line under a structure holds: NTR1 ag cell count 20 µM, GPR35 arrestin U2OS, KOR beta-arrestin-1, T cell HTS, West Nile antiviral, NTR1 ag, Salmonella PhoP GFP, GPR55 beta-arrestin, GPR55 LPI antagonism, T cell HTS vesicle-bound %, KOR beta-arrestin-2
> COc1ccc2[nH]c(C)c(CCNC(=S)Nc3ccccc3C)c2c1
 : 89, 7%, 10%, i, x, -3.2, 1%, 0.2%, 15%, 25, -1.5%
> COc1nc(-c2ccc(Cl)cc2)nnc1C
 : 79, 0%, -14%[20 µM], i, -0.7%, 2.1, 8%, 0.2%, -8%, 61, 4.9%
> COc1ccccc1CCc1nnc(CCC(=O)NC(C)Cc2cccnc2)o1 (stereo unspecified)
 : 93, 8%, -19%, i, 0.4%, -1.7, -6%, 0.5%, 0%, 51, 0.2%
> CCOC(=O)c1nc(C)sc1-c1ccnn1S(=O)(=O)c1ccc(C)cc1
 : 54, 6%, 0%, i, -0.2%, 1.4, -5%, 0.8%, -2%, 42, -1.7%
> N#C/C(C(=O)NCc1ccccc1)=C1/SC(Cc2ccc(Cl)cc2)C(=O)N1c1ccccc1 (stereo unspecified)
 : 94, 17%, 26%, i, -0.1%, 3.0, 3%, -0.2%, 14%, 59, -5.7%
> N#Cc1cc(C(=O)c2cc(F)ccc2O)cn(Cc2ccccc2)c1=O
 : 31, 4%, 7%, i, -0.9%, 0.2, -10%, 0.9%, 12%, 64, -3.6%
> Cc1cc(/C=N/NC(=O)c2ccncc2)c(C)n1-c1cccc(C(F)(F)F)c1
 : 44, -5%, 12%, i, 0.1%, 1.0, 0%, 0.3%, -2%, 23, -3.5%
> O=C(Cc1ccc([N+](=O)[O-])cc1)N/N=C/c1cccs1
 : 67, -4%, 1%, i, -0.6%, 0.0, -5%, -0.2%, 10%, 14, -3.6%
> N#Cc1c(N)c(C#N)c(-c2ccc(O)cc2)c2c1CCCC2
 : 46, 4%, 17%, i, 0.6%, 13, 5%, 0.2%, -9%, 36, 9.4%
> COc1ccc(C(=O)N/N=C/c2c[nH]c3ccccc23)cc1
 : 51, 5%, 0%, i, -0.5%, -0.6, 4%, 0.3%, 1%, 48, -3.6%
> CC1CCCN(C(=O)c2cc(F)c(F)cc2Cl)C1 (stereo unspecified)
 : 73, 2%, 2%, i, 0.2%, -1.1, -10%, 0.0%, 12%, 34, -0.6%
> Cc1nnc(N/N=C/c2ccco2)n1N
 : 57, 11%, -16%, i, -0.2%, -2.1, -11%, 0.2%, 12%, 53, 6.5%
> CCc1nccn1S(=O)(=O)c1ccccc1[N+](=O)[O-]
 : 50, 16%, 38%[20 µM], i, -0.3%, 0.0, 10%, -0.3%, 11%, 37, -4.9%
> Cc1ccc(OCc2nnc(NC(=O)OCC(C)C)s2)cc1
 : 41, -3%, 17%, i, 0.1%, -0.4, -8%, 0.2%, 8%, 23, -6.0%
> c1ccc(Cn2nnc3c(N4CCCCCC4)ncnc32)cc1
 : 89, 7%, 19%, i, 0.1%, 2.5, 7%, -0.2%, -5%, 51, -4.6%
> C=CCn1c(SCc2ccc(C(=O)O)cc2)nc2sc(C)c(C)c2c1=O
 : 50, -13%, -10%, i, -0.7%, 1.2, -18%, -0.3%, 5%, 18, 5.7%
> COC(=O)N1CCCc2cc(C)ccc21
 : 58, -30%, -34%[20 µM], i, -0.1%, 0.4, 0%, -0.1%, 10%, 38, -7.6%
> c1ccc(CN2C3=NCCN3c3ccccc32)cc1
 : 93, 2%, -57%, i, 0.1%, 0.2, 1%, 0.1%, 8%, 36, 5.4%
> CCCCOC(=O)C1=C(C)Nc2ncnn2C1c1cccc(OC)c1OC (stereo unspecified)
 : 63, -13%, 29%, i, 0.8%, -0.5, 13%, -0.1%, -7%, 23, 1.4%
> COc1ccc(C)cc1NC(=O)CSc1ccc(Cl)cc1
 : 80, 7%, -4%, i, -0.1%, 0.7, 7%, -0.3%, -6%, 50, 2.2%
> O=C(c1ccccc1-c1nc2ccccc2[nH]1)N1CCOCC1
 : 46, 0%, -9%, i, 0.2%, 0.9, -11%, -0.1%, -19%, 53, -5.2%
> c1ccc2sc(Cc3nnc4n3CCCCC4)nc2c1
 : 54, 0%, 30%, i, -1.0%, 0.0, -8%, 0.5%, -4%, 8, 2.6%
> CCCCCC(=O)Nc1ccccc1N1CCOCC1
 : 47, 2%, -23%, i, 0.1%, -1.5, -11%, 0.3%, 6%, 44, -1.8%
> COc1ccc(OC)c(C(=O)c2ccc(C(=O)Nc3ccc4ccccc4c3)cc2)c1
 : 44, -6%, 3%, i, -0.5%, 0.4, -9%, 0.8%, 11%, 28, 0.5%
> CCC(C(=O)N1CCN(C(=O)c2ccco2)CC1)c1ccccc1 (stereo unspecified)
 : 79, -5%, -10%, i, 0.3%, 0.3, 6%, -0.1%, 24%, 59, 3.0%
> CSCC[C@H](NC(=O)N1CCn2c1nc1ccccc12)C(=O)NCc1ccco1
 : 69, 11%, x, i, 0.1%, 1.0, -7%, 0.2%, 6%, 8, x
> O=C1NC(c2cccc(Br)c2)=N/C1=C\c1ccco1
 : 95, -11%, -40%, i, 1.0%, 5.5, 5%, 0.1%, 4%, 62, 1.3%
> Cc1cc(C)cc(NC(=O)COC(=O)c2cc(C)oc2C)c1
 : 34, 17%, 0%, i, -0.8%, 2.1, 1%, -0.2%, -6%, 32, -3.8%
> O=C(O)C1CC=CCC1C(=O)N1CCN(c2nc(-c3ccccc3Cl)c3cc(Br)ccc3n2)CC1 (stereo unspecified)
 : 72, -13%, -8%, i, x, 14, x, -0.1%, 18%, 28, 5.6%
> COc1ccc(/C=C2\CCCC3C2=NN(C(=O)CSc2ncn[nH]2)C3c2ccc(OC)cc2)cc1 (stereo unspecified)
 : 68, -44%, -29%, i, 1.9%, 36, 3%, 2.3%, 37%, 11, 2.1%

Three structures out of the list, arranged by molecular weight, smallest number first:
The line under a structure holds: NTR1 ag cell count 20 µM, GPR35 arrestin U2OS, KOR beta-arrestin-1, T cell HTS, West Nile antiviral, NTR1 ag, Salmonella PhoP GFP, GPR55 beta-arrestin, GPR55 LPI antagonism, T cell HTS vesicle-bound %, KOR beta-arrestin-2
> COc1nc(-c2ccc(Cl)cc2)nnc1C
 : 79, 0%, -14%[20 µM], i, -0.7%, 2.1, 8%, 0.2%, -8%, 61, 4.9%
> CCCCCC(=O)Nc1ccccc1N1CCOCC1
 : 47, 2%, -23%, i, 0.1%, -1.5, -11%, 0.3%, 6%, 44, -1.8%
> CCC(C(=O)N1CCN(C(=O)c2ccco2)CC1)c1ccccc1 (stereo unspecified)
 : 79, -5%, -10%, i, 0.3%, 0.3, 6%, -0.1%, 24%, 59, 3.0%

Other compounds.
The line under a structure holds: NTR1 ag cell count 20 µM, GPR35 arrestin U2OS, KOR beta-arrestin-1, T cell HTS, West Nile antiviral, NTR1 ag, Salmonella PhoP GFP, GPR55 beta-arrestin, GPR55 LPI antagonism, T cell HTS vesicle-bound %, KOR beta-arrestin-2
> CCc1ccc(OC(C)c2nnc(SCC(=O)Nc3ncccc3C)n2C)cc1 (stereo unspecified)
 : 58, -4%, 21%, i, 0.3%, 0.2, -8%, -0.3%, 4%, 42, -1.4%
> CC(C)(C)C(CN1CCCC1)OC(=O)c1ccccc1 (stereo unspecified)
 : 96, -1%, -3%, i, 0.6%, -0.1, 12%, -0.2%, 14%, 14, 4.1%
> Cc1cc(C)n(C(=O)c2ccc(S(=O)(=O)N3CCCC3)cc2)n1
 : 51, -4%, -7%, i, 0.2%, 0.2, -5%, -0.1%, 20%, 36, 1.0%
> O=S(=O)(c1ccc(S(=O)(=O)N(Cc2ccc(F)cc2)C2CCCC2)cc1)N1CCCC1
 : x, 17%, -13%, x, -0.2%, x, 0%, -0.3%, -2%, x, -8.2%
> Cc1nc([N+](=O)[O-])cn1CCC#N
 : 47, 4%, 20%, i, 0.9%, 1.0, -4%, 0.0%, 7%, 12, -2.7%
> Cn1c(=O)c2c3c(sc2n2c(SCC(N)=O)nnc12)CC(C(C)(C)C)CC3 (stereo unspecified)
 : 61, -12%, -2%, i, -1.2%, 16, 4%, 0.0%, -4%, 48, -1.7%
> COc1ccc(C2=NN(C(=O)CCC(=O)O)C(c3ccc(OC)c(OC)c3)C2)cc1 (stereo unspecified)
 : 52, -1%, -8%, i, -0.7%, -0.4, 12%, 0.3%, 10%, 56, -2.5%
> COc1ccc(NC(=O)NC2CC3CCCC(C2)N3Cc2ccccc2)cc1 (stereo unspecified)
 : 68, 1%, 12%, i, -0.3%, -0.8, 5%, -0.1%, 22%, 34, 1.2%
> O=S(=O)(Nc1ccccn1)c1cc(Cl)ccc1Cl
 : 81, 4%, 26%, i, 0.4%, 0.0, 6%, -0.1%, 4%, 47, -14%
> CCS(=O)(=O)N1CCCC(C(=O)NCc2cccc(OC)c2)C1 (stereo unspecified)
 : 38, 7%, 18%, i, 0.1%, 1.9, 2%, -0.2%, 10%, 21, -0.9%
> O=C1C(c2ccccc2)NC(=S)N1C1CCCCC1 (stereo unspecified)
 : 56, 2%, -20%, i, -0.6%, 0.9, 7%, -0.1%, -2%, 62, -4.8%
> O=C1OCCN1CC(=O)N1CCc2c([nH]c3ccccc23)C1c1ccccn1 (stereo unspecified)
 : 35, 9%, -1%[20 µM], i, 0.2%, 1.3, x, -0.1%, 14%, 27, x
> COCCN(C(=S)Nc1ccc(OC)cc1)C1CCN(C(C)C)CC1
 : 56, -8%, 2%, i, 0.0%, 0.8, 5%, -0.2%, 5%, 44, -1.2%
> CC(C)(C)C(=O)N1CCN(c2ccc(NC(=O)c3ccc4c(c3)OCCO4)cc2)CC1
 : 34, -9%, -8%, i, -0.2%, 4.0, -5%, -0.2%, -3%, 35, 0.0%

Individual results from above.
GPR55 beta-arrestin with `CCc1ccc(OC(C)c2nnc(SCC(=O)Nc3ncccc3C)n2C)cc1` (stereo unspecified) reads -0.3%
GPR35 arrestin U2OS with `O=S(=O)(Nc1ccccn1)c1cc(Cl)ccc1Cl` reads 4%

High-throughput results: PubChem, several laboratories
